GCN5L2 inh: qHTS Assay for Inhibitors of GCN5L2; Histone acetyltransferase KAT2A (Homo sapiens), Q92830; GCN5L2 HAT assay, ThioGlo1 CoA-SH fluorescence; Potency, µM (titrated, usually from 58.9 µM), for the others: at the highest dose activity change, negative = inhibition, actives largely listed as inhibitors; 0.21% of 390,000 active; AID 504327, 2011
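GCN5L2 (20 nM) in 50mM HEPES pH 7.5, 0.1mM EDTA, 0.01% Tween-20 preincubated 15 min with compounds at room temperature. Reaction started with H3(1-25) 75uM, acetyl-CoA 70uM, ThioGlo1 50uM; CoA-thiol fluorescence (Ex340/Em540) read at 0 and 20 min.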
DT40 TDP1 CPT: qHTS for Inhibitors of human tyrosyl-DNA phosphodiesterase 1 (TDP1): qHTS in cells in presence of CPT; 12% of 420,000 active; chicken DT40 Tdp1-/-;hTDP1 cells + 20 nM CPT, ATP luminescence, 48 h; Potency, µM (top dose mostly 46.2 µM), without a hit: top-dose activity change, negative = growth inhibition, most hits filed as inhibitors; also: nearly all actives have a fitted effect of over 55% in size
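Cell growth measured by CellTiter-Glo luminescence after a minimum 48 h, 37 C compound exposure with 20 nM CPT in Tdp1-knockout DT40 cells stably expressing hTDP1, seeded 400/well; qHTS titration format.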
FEN1 inhibitor: qHTS Assay for the Inhibitors of Human Flap endonuclease 1 (FEN1); P39748; Recombinant FEN1 flap cleavage, fluorescence, 15 min; Potency, µM (series often up to 114 µM), inactives show at the top dose activity change, negative = inhibition, actives largely listed as inhibitors; 0.35% of 390,000 active; AID 588795, 2011; also: nearly all actives have a fitted effect of over 65% in size
Target sequence (P39748 whole entry, looked up): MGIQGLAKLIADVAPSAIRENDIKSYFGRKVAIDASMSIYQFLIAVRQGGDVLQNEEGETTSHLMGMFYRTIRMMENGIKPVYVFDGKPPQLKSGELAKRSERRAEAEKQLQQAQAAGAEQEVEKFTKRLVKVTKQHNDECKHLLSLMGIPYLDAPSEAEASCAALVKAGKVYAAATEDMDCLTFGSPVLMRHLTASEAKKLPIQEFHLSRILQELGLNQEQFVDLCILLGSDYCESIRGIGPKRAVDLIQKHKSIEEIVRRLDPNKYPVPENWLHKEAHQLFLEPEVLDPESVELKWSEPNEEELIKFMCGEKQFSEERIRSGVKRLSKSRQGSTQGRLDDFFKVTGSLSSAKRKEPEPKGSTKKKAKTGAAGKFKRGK
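Concentration–response screening of FEN1 (10 nM): 15 min compound preincubation at room temperature, reaction started with 50 nM substrate and read at 0 and 15 min. Corrected, normalized data were fitted by a four-parameter Hill equation.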
The depositor's hits bear a star; ? = inconclusive; / = not tested or not shown; & = joins results of further samples. Calls follow the shape of the dose curve; as a rule, active = well fitted curve in the direction sought with a large enough effect; inconclusive = small, poorly fitted or top-dose-only effect, or another doubt; inactive = no such curve, though single readings can be large; an effect the other way counts as inactive or inconclusive. % is scaled to controls: 0 for no effect and ±100 for the full control effect; potency is read from the fitted curve at half-maximal effect.

SMILES | GCN5L2 inh | DT40 TDP1 CPT | FEN1 inhibitor
CCOc1ccc(-c2[nH]nc3c2C(c2cccnc2)C(C#N)=C(N)O3)cc1 (configuration not stated) | -6% | -2% | -6%
Cc1cc(C(F)(F)F)c(C#N)c(Sc2ccccc2)n1 | 1% | -6% | 10%
CSc1ccc(/C=C2\C=Cc3ccccc32)cc1 | / | 5% | 1%
CCCS(=O)(=O)Nc1c(C(=O)OC)[nH]c2ccccc12 | -1% | 3% | -3%
CCn1nc(C)c(NS(=O)(=O)c2ccccc2)c1C | -1% | -6% | -1%
CN1CCc2c(sc3c2c(=O)n(-c2ccccc2)c2nnc(SCc4ccc(F)cc4)n32)C1 | / | 0% | -6%
O=C(Nc1ccccc1)OC1CCS(=O)(=O)C1 (configuration not stated) | -2% | -7% | 0%
Cc1ccc(Cn2ccnc2SCC(=O)NCc2ccccc2)cc1 | -10% | -13% | -8%
CSc1nc(C=Nc2ccccc2Cl)c(O)n1Cc1cccc(Cl)c1 | -9% | 2% | -9%
Cc1cc(C)cc(-n2c(SCC(=O)NCc3ccc4c(c3)OCO4)nc3ccccc3c2=O)c1 | 29% | 7.3µM* | -3%
Cc1ccc(SCC(=O)N/N=C/c2ccco2)cc1 | -8% | 5% | -1%
F[B-](F)(F)COc1ccccc1 | / | 3% | 3%
COc1ccc(C(=O)Nc2ccc(-c3nc4ccccc4s3)c(Cl)c2)cc1Cl | 2% | -22% | 12%
C=CC1C(OC2OC(CO)C(O)C(O)C2O)OC=C(C(=O)OC)C1CC1CC(=O)CC(CC(=O)CCc2ccc(O)cc2)O1 (configuration not stated) | -16% | -3% | -3%
CC(NC(=O)c1ccc([N+](=O)[O-])cc1[N+](=O)[O-])c1ccc(-c2ccccc2)cc1 (configuration not stated) | -4% | 13µM* | -2%
COc1ccc(CCNc2cc(N3CCN(C(=O)c4ccccc4OC)CC3)ccc2[N+](=O)[O-])cc1OC | / | 5.8µM* | 10%
Cc1ccc(NC(=O)C2CCCN(C(=O)c3cnn(-c4ccc(F)cc4)c3-n3cccc3)C2)c(Cl)c1 (configuration not stated) | 3% | / | -2%
COc1ccc(NC(=O)COc2coc(CN3CCCc4ccccc43)cc2=O)cc1 | ? | -34% | 1%
CCOCc1c(C(=O)Nc2cc(OCC)c(N3CCOCC3)cc2OCC)oc2ccccc12 | -6% | ? | -20%
CCS(=O)(=O)N1CCCC(C(=O)c2ccc(OC)cc2C)C1 (configuration not stated) | -5% | 4% | -9%
O=C(COC(=O)c1c[nH]c(=O)[nH]c1=O)Nc1ccccc1F | 2% | -12% | -1%
Cc1cc(C)cc(NC(=O)c2cnn(-c3ccc(C)c(C)c3)c2C2CCNCC2)c1 | 0% | ? | -9%
Fc1ccc(OCc2cc(-c3ccccc3)no2)cc1 | 20% | 13% | -9%
Cc1ccccc1NC1=C(Cl)C(=O)OC1NC(=O)c1ccccc1 (configuration not stated) | -2% | -27% | -19%
O=C(CN1CCSc2ccccc21)N1CCN(c2ccc(F)cc2)CC1 | -13% | / | -6%
SMILES | GCN5L2 inh | DT40 TDP1 CPT | FEN1 inhibitor
COC(=O)Nc1nnc(-c2ccco2)s1 | -10% | -9% | -10%
O=C(Nc1ccc2oc(-c3cccc4c(Br)cccc34)nc2c1)c1ccc(F)cc1 | 1% | ? | -7%
Cc1cc(OCc2cc(C(=O)N(C)C3CCOC3)no2)cc(C)c1Cl (configuration not stated) | -7% | 16µM* | -2%
CN(CC(=O)Nc1c(Cl)cccc1Cl)C(=O)CCC(=O)c1ccccc1 | 1% | -24% | 6%
N#Cc1c(-c2ccccc2)cc2nc3ccccc3n2c1N | -15% | -15% | -1%
CC(C)OC(=O)NCCOC(=O)Nc1ccc(Cl)cc1 | -6% | 21µM* | 22%
COc1ccc2[nH]cc(CCNc3cc(-c4ccc5c(c4)OCO5)ncn3)c2c1 | ? | ? | /
CCCCN1CNC(=S)N(CCc2ccccc2)C1 | 14% | 9% | 0%
C[C@@H]1C(=O)O[C@@H]2[C@H](O)C34[C@H]5C[C@@H](C(C)(C)C)C36[C@H](OC(=O)[C@@H]6O)OC4(C(=O)O5)[C@@]12O (some centres not stated) | 2% | -19% | 20%
CCCCN1CC[C@H]2C=CC[C@@H](C(=O)Nc3ccc(OC)cc3)[C@H]2C1=O | / | 1%&-18% | -3%&5%
CN1CCN(C(=O)CNc2ccc(C(F)(F)F)cc2[N+](=O)[O-])CC1 | -3% | 1% | 0%
COc1ccccc1OCCC(=O)OCC(=O)Nc1ccc2c(c1)OCO2 | 0% | -24% | 5%
c1ccc(-c2ccc(N3CC[C@@]4(CCCNC4)C3)cc2)cc1 | -16% | 18µM* | /
O=C(OCc1c(F)cccc1Cl)c1cc([N+](=O)[O-])ccc1N1CCOCC1 | -4% | ? | 2%
NCCOc1ccccc1-c1ccccc1 | -1% | ? | -2%
C=CCN(CC=C)C(=O)COC(=O)c1n[nH]c2ccccc12 | -1% | -1% | -2%
C#CCCCCCCCCCCCc1ccco1 | ? | 6% | /
NNC(=O)CCn1nnc2ccccc21 | -4% | 10% | 0%
CCOC(=O)c1ccc(NC(=S)NC(=O)C2CCCC2)cc1 | -6% | -29% | -19%
CCCC(=O)N(CCN1CCOCC1)c1nc2cc(C)c(C)cc2s1 | -4% | -13% | -9%
CC(=O)Nc1ccccc1NC(=O)c1cc(C)ccc1C | -4% | 17% | 3%
CCCCOc1ccc(C2=NNC(=O)CC2)cc1 | 1% | -24% | 13%
CN(CCOc1ccc(-c2ccn(S(=O)(=O)c3ccc(Cl)cc3)n2)cc1)c1ccccn1 | -5% | ? | -5%
CCCN(CC(=O)Nc1ccccc1OC)C(=O)c1ccc2[nH]c3c(c2c1)CC(C)CC3 (configuration not stated) | -8% | ? | -10%
C=CCNC(=O)Nc1ccc(F)cc1F | -10% | 13% | -2%
SMILES | GCN5L2 inh | DT40 TDP1 CPT | FEN1 inhibitor
Cc1cc(Cl)cc2sc(NC(=O)C3CC3)nc12 | ? | -13% | -10%
COc1ccc(NC(=O)CSc2nnnn2-c2ccccc2OC)c(OC)c1 | -5% | -22% | -10%
CCCC1=NN(C(=O)C(=O)Nc2ccc(Br)cc2)C(O)(C(F)(F)F)C1 (configuration not stated) | -1% | 4.1µM* | -10%
CCCCn1nc(NC(=O)c2cccc(Cl)c2)c2cc3ccc(C)cc3nc21 | -6% | ? | -3%
O=C(CCC(=O)c1cccs1)NNC(=O)c1cccc(Cl)c1 | -3% | ? | -10%
COc1cccc(C(=O)N/N=c2/oc3ccccc3cc2C(N)=O)c1 | 0% | 0% | -16%
COc1ccc(CC(=O)NCCc2ccc(Cl)cc2Cl)cc1 | -6% | 11% | -4%
O=C(COC(=O)c1ccc2c(c1)S(=O)(=O)N=C1CCCCCN12)NCCc1ccc(F)cc1 | -11% | -16% | -1%
CCOC(=O)Cc1csc(NC(=O)c2ccc(C)o2)n1 | -10% | 0% | -20%
CCCCNC(=S)NNC(=O)c1nn(C)c(C)c1Cl | 1% | -6% | 6%
Cc1cc(C)c(CN2CCN(C(=O)Cn3cnc(C(=O)Nc4ccc(C)c(C)c4)n3)CC2)c(C)c1 | 2% | ? | -18%
CC(C)CNc1nc(N)c([N+](=O)[O-])c(N2CCCCCC2)n1 | 0% | ? | 45µM*
CCCC1CC(c2csc(N)n2)CCO1 (configuration not stated) | 2% | -2% | 8%
CCC1CCCCN1C(=O)CCn1ccnc1 (configuration not stated) | 0% | -1% | -11%
COc1cccc(C2C3=C(CC(C)(C)CC3=O)Nc3cc(OC)c(OC)cc32)c1 (configuration not stated) | -13% | 15% | -8%
COc1cccc(Cl)c1NC(=O)N1CCN(c2cc(C)nc3ccccc23)CC1 | -7% | 16µM* | 0%
COc1ccc(NC(=O)CSc2nc(C3CC3)nc3ccccc23)cc1 | -2% | ? | -6%
Cc1ccc(NS(=O)(=O)c2ccc(Cl)c(C(=O)Nc3ccccc3-c3nc4ccccc4[nH]3)c2)cc1C | -11% | 7.3µM* | -15%
O=C(NCCc1ccc2c(c1)OCCO2)c1cccc(S(=O)(=O)N2CCCC2)c1 | 0% | ? | -7%
Cc1cn(C2CC(O)C(CO)O2)c(=O)n(Cc2ccccc2)c1=O (configuration not stated) | / | ? | 4%
Cc1ccc2nc3c(cc2c1)c(NS(=O)(=O)c1ccccc1)nn3CC(C)C | 12% | -18% | 8%
O=C(CNC(=O)C1COc2ccccc2O1)N/N=C\c1ccc(Br)cc1 (configuration not stated) | -7% | -26% | 15%
CC(C)(C)C1(O)CC(C(F)(F)F)=NN1C(=O)CCCc1ccccc1 (configuration not stated) | -18% | -21% | 0%
CCOC(=O)C1=C(C)OC(N)=C(C#N)C1c1ccccc1 (configuration not stated) | -8% | ? | 3%
Cn1c(SCC(=O)NCc2ccco2)nnc1C1CCCC1 | -31% | -1% | 0%
SMILES | GCN5L2 inh | DT40 TDP1 CPT | FEN1 inhibitor
Oc1[nH]c2ccccc2c1N=NC(=S)N1CCOCC1 | -27% | 1.6µM* | -10%
O=C(NC12CC3CC(CC(C3)C1)C2)C1CCCN1C(=O)Nc1ccccc1 (configuration not stated) | -3% | 0% | -9%
CCN1CCN(C(=O)c2sc3ncnc(N4CCc5ccccc5C4)c3c2C)CC1 | -1% | ? | -2%
O=C(NCc1ccc(Cl)cc1)C(=O)c1c[nH]c2ccccc12 | -11% | ? | -3%
Cc1cc(NC(=O)c2cnn(-c3ccccc3)c2-n2cccc2)ccc1Br | -3% | 18µM* | 7%
O=C(OCC1CCCO1)c1ccc2c(c1)N(Cc1c(F)cccc1Cl)C(=O)c1ccccc1S2(=O)=O (configuration not stated) | -9% | -11% | -3%
CC(=O)N1CCc2cc(Br)cc(S(=O)(=O)N3CCCCCC3)c21 | -2% | -19% | 4%
COc1nc(N)nc(CC(=O)C2CC2)n1 | -1% | -2% | -5%
CCOc1cc(C2C(C(=O)OC)=C(C)N=C3SC(C)C(=O)N32)ccc1OC(C)=O (configuration not stated) | -9% | -1% | -19%
COc1nc(OC)nc(N2CCC(C(=O)Nc3cccc4c3CCCC4)CC2)n1 | -14% | -30% | -9%
Cc1ccc(Sc2ccc(N)cn2)cc1 | -9% | -2% | -5%
Cc1cc(C)nc(NC(=O)c2ccc([N+](=O)[O-])o2)n1 | -5% | ? | -14%
O=C(Nc1ccc(F)cc1)N(Cc1nnc2n1CCCCC2)c1ccccc1 | -2% | 5% | -1%
COc1ccc(S(=O)(=O)NCc2ccc3c(c2)CCN3C(=O)c2ccc(C)cc2)cc1Cl | -15% | 21µM* | 14%
CC(C)(C)C(=O)Nc1ccc2nc(SCc3ccccc3)sc2c1 | -22% | ? | -16%
COc1cccc(OC)c1C(=O)N1CCN(Cc2cccnc2)CC1 | -4% | 1% | -10%
CC(C)Cn1c(SC(C)C(=O)NCC2CCCO2)nc2ccc(Cl)cc2c1=O (configuration not stated) | 0% | ? | -18%
CC(C)CCNC(=O)Cn1nc(N2CCN(c3ccccc3)CC2)ccc1=O | -15% | -4% | 22%
Cc1ccc(C)c(C(=O)Cn2c(NCCO)nc3ccccc32)c1 | 11% | ? | -16%
Cc1ccc(S(=O)(=O)NCC2(c3ccccc3)CCN(C)CC2)cc1 | ? | -12% | 12%
COCCNC(=O)CN1CCN(C(c2ccccc2)c2ccccc2)CC1 | -10% | ? | -21%
COC(=O)C1=CN(Cc2ccc(OC)cc2)C=C(C(=O)OC)C1c1ccc(O)c(OC)c1 | -6% | -11% | 9%

A portion of the library (hit frequency here may not be typical).
